Lipid storage S3: qHTS Assay for Lipid Storage Modulators in Drosophila S3 Cells; AID 2685, 2010; 320,000 tested, 0.64% active; Drosophila S3 cells, BODIPY lipid droplet fluorescence, 18-24 h; cells fed with added oleic acid; lipid storage change, negative = inhibition, % at the top dose, mostly 46.1 µM; hits show Potency in µM; active = well fitted inhibition curve with a large enough effect in the signal ratio, with a control signal flat, not every such curve was filed as active; inconclusive = small, poorly fitted or top-dose-only effect, or effect the other way, or a change in a side signal; the % refers to the signal ratio
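Laser-scanning cytometry quantifies lipid droplet accumulation (500–530 nm total intensity; droplet/cell object ratio) in oleic acid-fed (400 uM added) Drosophila S3 cells treated with a concentration series. 20 uM Triacsin C defined 100% inhibition.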
Lipid storage S3 cell count max: second read-out of Lipid storage S3, no call of its own (marks repeat the call); cell number change, %; measured here: cell count max response;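 cells counted by Cell Tracker Red CMTPX staining in the red channel; peak over a dose series mostly up to 46.1 µM; percent activity relative to internal control wells on each plate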
* marks the source's active call; other numbers are inactive results; i = inactive; ? = inconclusive; · = not tested or not shown. % is scaled to controls: 0 for no effect and ±100 for the full control effect; potency is read from the fitted curve at half-maximal effect. An excerpt; count on the stated rates, not on these rows.

SMILES | Lipid storage S3 | Lipid storage S3 cell count max
COCCC(=O)N1CCC(Oc2ccc(C(=O)N(C)CCCC3CCCC3)cc2)CC1 | i | 18
CCOc1ccc(NC2=C(OC)C(=O)c3ccccc3C2=O)cc1 | ? | ·
Cn1cccc1C(=O)OCC(=O)NC1CCS(=O)(=O)C1 (stereo not given) | ? | ·
CCCCCc1nnc(NC(=O)c2cccc(S(=O)(=O)N3CCOCC3)c2)s1 | -1% | 13
CC1CCN(S(=O)(=O)c2ccc(C(=O)OCc3ccc4c(c3)OCO4)cc2)CC1 | ? | ·
CCC(CC)C(=O)c1c[nH]c(C(=O)NCc2ccccc2OC)c1 | ? | ·
CCC(=O)Nc1cccc(NC(=O)c2ccc(Br)cc2)c1 | -6% | -8
COCCN(C(=O)C1CC1)c1nnc(-c2cccc(C)c2)s1 | ? | ·
O=C1CN(c2nc(-c3ccccc3)c3ccccc3n2)c2ccccc2N1 | ? | ·
CCOc1ccc(-c2c(=O)n(OCC)c3ccccc3[n+]2[O-])cc1 | 7% | 14
O=C(Nc1cccc(S(=O)(=O)Nc2ccc(Cl)cc2)c1)c1ccc(Cl)nc1 | ? | ·
CCOc1ccc(NC(=O)C(=O)NCCN2CCN(C(=O)c3ccc(C)cc3)CC2)cc1 | i | 8
COc1ccccc1NC(=O)C(=O)NCCCN1CCCC1=O | ? | ·
CC(C)C(NC(=O)C1CCCCC1)C(=O)NC1=NCCS1 (stereo not given) | ? | ·
Oc1ccc(/C=N/n2c(-c3ccccc3)n[nH]c2=S)cc1Br | ? | ·
Cc1cccc(C)c1OCC(O)CN1CCN(c2ccccn2)CC1 (stereo not given) | ? | ·
CC(C)Oc1ccc(-c2cc(=O)[nH]c(=O)[nH]2)cc1 | ? | ·
COC(=O)c1cc(-c2ccccc2)sc1N | i | 19
CC(=Nc1ccccc1)C1=C(O)CC(C)(C)CC1=O | -3% | 15
COc1ccc(CCNC(=O)c2coc3ccccc3c2=O)cc1OC | ? | ·

Overlap with the part before: 2 entries, followed by the next part.
SMILES | Lipid storage S3 | Lipid storage S3 cell count max
CC(=Nc1ccccc1)C1=C(O)CC(C)(C)CC1=O | -3% | 15
COc1ccc(CCNC(=O)c2coc3ccccc3c2=O)cc1OC | ? | ·
CCOC(=O)Cc1csc(SCC(=O)Nc2cccc(C#N)c2)n1 | 13% | -13
Cc1ccc(C(c2nnnn2CCc2ccccc2)N2CCSCC2)cc1 (stereo not given) | i | -4
COc1ccc(Br)cc1/C=N/N1CCN(Cc2ccccc2Cl)CC1 | ? | ·
O=S(=O)(NCc1csc(-c2cccs2)n1)c1ccccc1 | 1% | 9
CCc1ccc(NC(=S)N(Cc2cccnc2)Cc2ccco2)cc1 | 12% | 23
COc1ccc([N+](=O)[O-])cc1C(=O)Nc1ccc(OCC(=O)N2CCOCC2)cc1 | ? | ·
O=C1CSC(c2ccc([N+](=O)[O-])cc2)N1c1ccccc1F (stereo not given) | 3% | -2
Cc1ccccc1C(=O)Nc1ccc(S(=O)(=O)N2CCCC2)cc1 | ? | ·
CNS(=O)(=O)/C=C/c1ccccc1 | ? | ·
O=C(c1ccc(F)cc1Cl)N1CCN(CCc2ccccc2)CC1 | i | -8
COc1ccc2[nH]c(=O)c(CN(C(=O)c3cccnc3)c3ccc(C)c(C)c3)cc2c1 | -9% | -14
COc1ccc(-c2csc(NC(=S)NC(=O)/C=C/c3ccco3)n2)cc1Br | -13% | -15
O=C(CSc1ccccn1)Nc1ccc2c(c1)OCO2 | ? | ·
O=S(=O)(c1ccc2c(c1)OCCO2)N1CCNCC1 | ? | ·
O=C(CN1C(=O)COc2ccccc21)N(Cc1cccnc1)Cc1ccccc1F | ? | ·
COC(=O)c1c(C)oc(C)c1S(=O)(=O)Nc1ccc(C(C)C)cc1 | 21% | ·
O=c1c2ccccc2[nH]c2ccccc12 | ? | ·
Cc1cc(SCCOc2ccccc2)nc(N)n1 | ? | ·
CCS(=O)(=O)c1ccc2c(c1)N(S(C)(=O)=O)CC(C(=O)NCc1ccccc1OC)O2 (stereo not given) | -14% | -4
CN(C)Cc1cc(CCNC(=O)c2ccc(Cl)cc2)ccc1O | ? | ·
O=C(Nc1nc2ccccc2[nH]1)c1cccc(S(=O)(=O)N2CCOCC2)c1 | ? | ·
COc1ccc(OC)c(CN2CCN(C(=O)CCNC(=O)c3ccc(Br)cc3)CC2)c1 | ? | ·
O=C(c1ccco1)N1CCN(C23CC4CC(CC(C4)C2)C3)CC1 | -9% | -18
CCOC(=O)N1CCN(CC(O)COc2c(C)cccc2C)CC1 (stereo not given) | ? | ·
FC(F)(F)c1ccc(-c2csc(-c3ccno3)n2)cc1 | -11% | -8
CSc1ccc(-c2nc(CSCC(=O)NCCCN3CCOCC3)c(C)o2)cc1 | 3% | -1
CCOC(=O)c1c(C)[nH]c(C(=O)N2CCN(CC)CC2)c1C | ? | ·
Cc1cc(N2C(=O)C3CC=CC(C)C3C2=O)no1 (stereo not given) | -2% | -4
CN1CCC(N(C)C(=O)c2ccc(Cl)c(S(=O)(=O)N3CCOCC3)c2)CC1 | ? | ·
Clc1ccc(C[n+]2cc(-c3ccccc3)n3c2CCC3)cc1Cl | -1% | 4
C=CCn1c(=NC(=O)c2ccco2)sc2cc(C(=O)OC)ccc21 | ? | ·
Cc1ccc2oc(=O)c3cc(C(=O)NCCCN4CC(C)CC(C)C4)sc3c2c1 (stereo not given) | ? | ·
CCOC(=O)C1=NOC2C(=O)N(c3ccc(Cl)cc3Cl)C(=O)C12 (stereo not given) | ? | ·
O=C(Nc1ccncc1)c1cc(S(=O)(=O)N2CCOCC2)ccc1Cl | 22% | -15
CCOC(=O)c1ccsc1NC(=O)c1ccco1 | ? | ·
C=C(C)[C@@H]1CC=C(CN2CCN(Cc3ccccc3)CC2)CC1 | ? | ·
CC(=O)Nc1ccc(C(=O)OC2CCCCC2=O)cc1 (stereo not given) | ? | ·
O=C(NCCCCCCOC1=NS(=O)(=O)c2ccccc21)C(=O)Nc1ccccc1 | 1% | -2
COc1cccc(CNC(=O)c2ccc(C)c(S(=O)(=O)N3CCOCC3)c2)c1 | ? | ·
COc1ccc(C)cc1NC(=O)CSc1nnc(COc2ccccc2)n1Cc1ccco1 | ? | ·

A stretch from the list above, for reference:
SMILES | Lipid storage S3 | Lipid storage S3 cell count max
Cc1ccc(C(c2nnnn2CCc2ccccc2)N2CCSCC2)cc1 (stereo not given) | i | -4
COc1ccc(Br)cc1/C=N/N1CCN(Cc2ccccc2Cl)CC1 | ? | ·
O=S(=O)(NCc1csc(-c2cccs2)n1)c1ccccc1 | 1% | 9
CCc1ccc(NC(=S)N(Cc2cccnc2)Cc2ccco2)cc1 | 12% | 23
COc1ccc([N+](=O)[O-])cc1C(=O)Nc1ccc(OCC(=O)N2CCOCC2)cc1 | ? | ·
O=C1CSC(c2ccc([N+](=O)[O-])cc2)N1c1ccccc1F (stereo not given) | 3% | -2
Cc1ccccc1C(=O)Nc1ccc(S(=O)(=O)N2CCCC2)cc1 | ? | ·
CNS(=O)(=O)/C=C/c1ccccc1 | ? | ·
O=C(c1ccc(F)cc1Cl)N1CCN(CCc2ccccc2)CC1 | i | -8
COc1ccc2[nH]c(=O)c(CN(C(=O)c3cccnc3)c3ccc(C)c(C)c3)cc2c1 | -9% | -14
COc1ccc(-c2csc(NC(=S)NC(=O)/C=C/c3ccco3)n2)cc1Br | -13% | -15
O=C(CSc1ccccn1)Nc1ccc2c(c1)OCO2 | ? | ·
O=S(=O)(c1ccc2c(c1)OCCO2)N1CCNCC1 | ? | ·
O=C(CN1C(=O)COc2ccccc21)N(Cc1cccnc1)Cc1ccccc1F | ? | ·
COC(=O)c1c(C)oc(C)c1S(=O)(=O)Nc1ccc(C(C)C)cc1 | 21% | ·

(cont.)
SMILES | Lipid storage S3 | Lipid storage S3 cell count max
C=CCn1c(SCC(=O)c2cccs2)nc2sc(C)c(C)c2c1=O | -5% | -25
COc1ccc(S(=O)(=O)NCc2ccccn2)cc1NC(=O)c1ccc(Cl)cc1 | ? | ·
c1cc2c(c(NCc3ccncc3)c1)CCCC2 | 118% | -14
Cc1cc(C)c2cc3c(N)c(C(=O)N4CCOCC4)sc3nc2c1 | -5% | 1
COC(=O)c1cc2n(n1)CCN(Cc1ccc(OC)cc1)C2=O | -4% | -16
CCOC(=O)c1sc(NC(=O)c2ccccc2OC)nc1C | ? | ·
O=[N+]([O-])c1cc(Cl)ccc1N1CCCCC1 | ? | ·
Cc1c(/C=C(\C#N)C(=O)NCc2ccccc2)cc(C#N)n1C | ? | ·
CC(C)COc1ccc(C(=O)N/N=C/c2ccoc2)cc1 | -3% | -27
Cc1ccc(S(=O)(=O)c2c(C)cc(-c3ccccc3)[nH]c2=O)cc1 | -9% | 11
O=C(Nc1ccccc1C(F)(F)F)NC1CCCCC1 | ? | ·
CC(CN1CCCC1)OC(=O)c1ccc(Cl)cc1Cl (stereo not given) | ? | ·
Cc1ccc(C(=O)NNC(=O)C2CCN(Cc3ccccc3)CC2)cc1 | ? | ·
Cn1cccc1C(C#N)c1cccc(F)c1C#N (stereo not given) | ? | ·
O=C1c2ccccc2C(=O)N1CSc1nnc2c3ccccc3n(CCc3ccccc3)c2n1 | i | 3
CCC(CC)C(=O)OCC(=O)NC12CC3CC(CC(C3)C1)C2 | ? | ·
CCCCNC(=O)CC1N=C2c3ccccc3N=C(SCC(=O)Nc3cccc(OC)c3)N2C1=O (stereo not given) | ? | ·
Cc1sc(NC(=O)CN(C)C2CCCCC2)nc1-c1ccc2c(c1)CCN2S(=O)(=O)c1ccccc1 | ? | ·
Cc1cccc2c1N(CCOc1ccccc1Cl)C(=O)C2=O | -14% | -15
CS(=O)(=O)N(CC(O)Cn1c2ccccc2c2ccccc21)c1ccccc1 (stereo not given) | 1% | -19
Nc1ccc(Oc2ncccn2)cc1 | 11% | 10
Cc1ccc(S(=O)(=O)N2CCOCC2)cc1N/N=C(\C#N)c1nc2ccccc2[nH]1 | ? | ·
COc1ccc(Cl)cc1NC(=O)C[n+]1ccccc1 | 2% | 0
COc1ccccc1CNC(=S)NC1CCCCC1 | -1% | 17
COc1ccc2cc(/C(C)=N/NC(=O)c3cc(-c4cccnc4)nc4ccccc34)ccc2c1 | 7% | 11
NS(=O)(=O)c1cnccc1Nc1ccc(Cl)cc1 | 1% | ·
NC(=O)N=Nc1c(O)[nH]c2ccc([N+](=O)[O-])cc12 | ? | ·
Cn1c(CNC(=O)c2ccccc2F)nnc1SCC(=O)N1CCN(c2ccccc2)CC1 | ? | ·
O=c1[nH]c(=S)[nH]cc1S(=O)(=O)c1cccc(Cl)c1 | i | 18
C=CCn1c(-c2csc(-c3ccc(Cl)cc3)n2)n[nH]c1=S | ? | ·
CC1CN(Cc2c(O)ccc3c(=O)c(-c4ccccc4Cl)coc23)CC(C)O1 (stereo not given) | 16% | 16
Cc1cc(C)cc(NC(=O)c2ccc(CSc3nnc(C)s3)cc2)c1 | 9% | -1
O=C(Cc1cccc(C(F)(F)F)c1)NCc1ccc(Cl)cc1Cl | 1% | 4
CC(C)(CS(=O)(=O)[O-])NC(=O)CC[N+](C)(C)CCO | -12% | -1
N#CCCN(CCC#N)C(=O)c1ccc2c(c1)OCO2 | i | ·
COc1cc(OC)cc(-c2n[nH]c(=S)n2-c2cc(OC)ccc2OC)c1 | ? | ·
O=C1CCN(CCc2ccccc2)CCN1CCOc1ccccc1 | ? | ·
COc1ccc(/C=N/NC(=O)c2cccnc2)cc1COc1ccc([N+](=O)[O-])cc1 | 29% | 19
COC(CNC(=O)c1ccc(Cn2c(=S)[nH]c3cc4c(cc3c2=O)OCO4)cc1)OC | 16% | -14
COCCN(Cc1cc2cc(C)ccc2n2nnnc12)C(=S)Nc1cccc(C)c1 | ? | ·
CNCCC1Sc2ccccc2Oc2ccccc21 (stereo not given) | -16% | -6
N#Cc1cccc(NC(=O)C2SC(=Nc3ccccc3)C(C(=O)N3CCOCC3)=C2N)c1 (stereo not given) | ? | ·
Cn1ncc2c(N3CCN(c4ccccc4F)CC3)ncnc21 | ? | ·
Nc1c(C(=O)CSc2nccn2-c2cccc(F)c2)c(=O)[nH]c(=O)n1C1CC1 | 17% | 8
S=C(Nc1ccccc1)Nc1nc2ccccc2n1CCOc1ccc(Cl)cc1 | 13% | 0
CC(C)c1ccc(NC(=O)c2cccnc2)cc1 | ? | ·
CCOc1ccc(-c2cc(N3C(=O)Nc4ccccc4N3O)n[nH]2)cc1 | ? | ·
Cc1ccc(-n2c(SCc3nnc4n3CCC4)nnc2-c2ccccc2)cc1 | ? | ·
CC(C)n1c(N2CCCC2)nc2c1c(=O)[nH]c(=O)n2C | ? | ·
Clc1ccccc1OCCCOc1cccc2cccnc12 | ? | ·
Cc1ccc(NC(Cc2cc(C)no2)c2ccccc2)cc1 (stereo not given) | 7% | 17
N#Cc1c(-c2ccco2)cc(C2CC2)nc1N | -2% | -23
COc1ccc(C(=O)NCc2cnn(C)c2C)cc1OC1CCN(C(C)C)CC1 | 8% | 12
COC(=O)C1=C(CS(=O)(=O)c2ccc(C)cc2)NC(=O)NC1c1ccc(OC)c(OC)c1 (stereo not given) | ? | ·
CCCOc1ccc(S(=O)(=O)NNC(=O)c2cc3ccccc3o2)cc1 | i | -22
O=S(=O)(c1ccc(F)cc1)N1CCN(c2ccccn2)CC1 | -1% | 20
Cc1cccc(C(=O)NC2CCCCCCC2)c1 | 6% | 6
CCOC(=O)/C(C#N)=C1\SS/C(=C(/C#N)C(=O)OCC)S1 | 9% | -1
COc1ccc(Cl)cc1NC(=O)CN(C)C(=O)c1ccc(N2CCCCCC2)c([N+](=O)[O-])c1 | ? | ·
COCC(=O)N1CCC(Oc2ccc(C(=O)NCCc3ccncc3)cc2)CC1 | 2% | -2
CCOc1cc(C)c(S(=O)(=O)NCc2ccccn2)cc1C | 21% | 3
